Siah-1 displacement: Siah-1 peptide-binding antagonists, primary screen, biochemical, fluorescence polarization, rhodamine-plectin, uHTS (AID 1817) | displacement, % at 20 µM, or IC50 in µM where a hit was titrated | Siah-1 / rhodamine-plectin peptide fluorescence polarization; higher % means a stronger effect | actives 0.02% (n = 290,000) | E3 ubiquitin-protein ligase SIAH1 (Homo sapiens);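 active = displacement of at least 50% at 20 µM, with a fluorescence ratio check between 0.3 and a set limit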;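 also: plate controls were Siah plus tracer with DMSO for no effect and tracer alone without Siah for full effect; strong numbers were not always called active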
NS5 inhibitors: Dengue-2 NS5 methyltransferase inhibitors, primary screen, biochemical, confirmation dose response (AID 588689); Genome polyprotein (Dengue virus type 2 (strain 16681-PDK53)); Dengue-2 NS5 methyltransferase capping enzyme assay, biochemical; higher % means a stronger effect; inhibition, % at 25 µM; hits with a dose series show IC50 in µM; actives 0.3% (n = 340,000); in the data active = a potency from the dose series
GPR55 antagonists: GPR55 antagonists blocking LPI-driven arrestin recruitment, primary screen, imaging, U2OS, beta-arrestin-GFP, LPI agonist (AID 2013); U2OS GPR55 beta-arrestin-GFP translocation imaging, LPI antagonism; higher % means a stronger effect; one-dose inhibition, % at 10 µM; IC50 in µM for titrated hits; actives 0.13% (n = 290,000); G-protein coupled receptor 55 (Homo sapiens);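 active = spots per cell inhibited over 60%, with over 100 cells counted and total cytoplasm intensity under 500,000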;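 also: U2OS cells stably carrying GPR55 and arrestin-GFP stimulated by 5 µM LPI near EC80; imaged beta-arrestin-GFP aggregate spots per cell after agonist stimulation; plate controls were LPI-stimulated DMSO wells for no effect and DMSO wells without LPI for full effect; some results filed as inactive read as strong as hits; confirmed hits need IC50 under 10 µM and bright autofluorescent wells are also inconclusive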
NTR1 ag: agonists of NTR1, primary screen, imaging, U2OS cells, beta-arrestin-GFP, high content (AID 493036); Neurotensin receptor type 1 (Homo sapiens), P30989; actives 0.17% (n = 330,000); NTR1-U2OS beta-arrestin-GFP spot imaging, agonist mode; activation, % at 20 µM;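 active = activation at or above 40% of the spot to cytoplasm intensity ratio, with at least 20 cells analyzed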;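 also: 0% = DMSO without peptide and 100% = 100 nM NTR1 peptide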
Target sequence (P30989 whole entry, looked up): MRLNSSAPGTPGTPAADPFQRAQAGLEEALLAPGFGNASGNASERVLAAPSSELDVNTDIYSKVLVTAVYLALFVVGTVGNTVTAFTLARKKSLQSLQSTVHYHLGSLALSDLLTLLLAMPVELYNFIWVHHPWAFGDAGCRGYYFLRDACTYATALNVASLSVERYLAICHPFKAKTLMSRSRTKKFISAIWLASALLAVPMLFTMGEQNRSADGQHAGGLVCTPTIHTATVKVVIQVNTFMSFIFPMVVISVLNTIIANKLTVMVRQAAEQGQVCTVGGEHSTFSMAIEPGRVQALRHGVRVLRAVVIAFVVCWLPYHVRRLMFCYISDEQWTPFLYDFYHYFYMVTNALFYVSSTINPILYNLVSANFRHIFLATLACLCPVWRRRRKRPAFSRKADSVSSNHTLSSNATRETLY
K1F lysis inhibition: inhibition of K1F phage lysis, E. coli UTI89, bacterial capsule biogenesis inhibitors, alamar blue (AID 488966); inhibition, % at 100 µM; hits with a dose series show IC50 in µM; E. coli UTI89 K1F phage lysis, alamar blue, 2 h; higher % means a stronger effect; actives 0.02% (n = 340,000);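 active = phage lysis inhibition, versus mean bacterial control, above a set limit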;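 also: capsule biogenesis inhibitors block K1F phage lysis so surviving cells raise fluorescence; higher fluorescence means more inhibition of phage lysis; actives were called in the ten point dose series up to 300 µM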
GPR55 activation: GPR55 agonists via beta-arrestin recruitment, primary screen, imaging, U2OS cells, beta-arrestin-GFP redistribution (AID 1961). G-protein coupled receptor 55 (Homo sapiens). U2OS GPR55 beta-arrestin-GFP redistribution imaging; higher % means a stronger effect. activation, % at 10 µM, or EC50 in µM where a hit was titrated. actives 0.048% (n = 290,000);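 active = activation above 40% with more than 50 cells counted in the well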;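 also: U2OS osteosarcoma cells stably expressing GPR55 and beta-arrestin-GFP; plate controls were DMSO negative control for no effect and LPI positive control for full effect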
GPR35 arrestin U2OS: GPR35 antagonists blocking zaprinast-driven arrestin recruitment, primary screen, imaging, U2OS, beta-arrestin-GFP, zaprinast agonist (AID 2058); one-dose inhibition, % at 10 µM; IC50 in µM for titrated hits; U2OS GPR35 beta-arrestin-GFP translocation imaging, zaprinast antagonism; higher % means a stronger effect; actives 0.052% (n = 290,000); G-protein coupled receptor 35 (Homo sapiens);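 active = inhibition of at least 50% with at least 30 cells and total cytoplasm GFP at most 10,000,000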
HIV peptide binding: inhibitors of HIV fusion peptide binding, primary screen, biochemical, uHTS, fluorescence dequenching (AID 1986); cell-free peptide binding, fluorescence dequenching, 30 min; higher % means a stronger effect; actives 0.3% (n = 290,000); one-dose inhibition, % at 20 µM; IC50 in µM for titrated hits; in the data active = inhibition mostly above about 52%, no sharp cut-off; inactive = mostly below about 76%; also: some results filed as inactive read as strong as hits
AID2073: inhibitors of Mint1-CaV2.2 protein interaction, biochemical, HTRF (AID 2073) | Voltage-dependent N-type calcium channel subunit alpha-1B (Homo sapiens) | HTRF protein-protein interaction, Mint1-CaV2.2; higher % means a stronger effect | inhibition, % at 20 µM; hits with a dose series show IC50 in µM | actives 0.19% (n = 290,000); in the data active = inhibition mostly above about 51%, no sharp cut-off; also: some results filed as inactive read as strong as hits
NTR1 ag cell count 20 µM: recorded beside NTR1 ag, whose call it bears; cell count; measured here: cell count, cytotoxicity flag
NS5 inhibitors pilot replicate: further read-out of NS5 inhibitors, marked with its call; inhibition, %; measured here: pilot screen replicate inhibition
Starred values were filed as active, the others as inactive; · = not tested or not shown; [ ] = dose if it differs, or a comment.

SMILES	Siah-1 displacement	NS5 inhibitors	GPR55 antagonists	NTR1 ag	NTR1 ag cell count 20 µM	K1F lysis inhibition	GPR55 activation	GPR35 arrestin U2OS	HIV peptide binding	AID2073	others
C=CCN(CC=C)C(=O)CN1C(=O)NC(C)(c2ccc3cc(OC)ccc3c2)C1=O (stereo unspecified)	0%	1%	5%	-0.6	76	0.1%	-0.1%	10%	0.0%	-6%
CC(C)(C)CC(=O)Nc1cccc(-c2cn3cccnc3n2)c1	2%	-16%	2%	0.5	88	0.2%	-0.1%	1%	-0.7%	32%
Cc1ccc(NC(=O)C2Cc3ccccc3CN2C(=O)c2ccccc2)cc1Cl (stereo unspecified)	0%	-5%	16%	3.5	71	4.5%	-0.1%	-19%	2.5%	-9%
C=CCNc1ncnc2c1ncn2C1OC(CO)C(O)C1O (stereo unspecified)	3%	-5%	12%	3.2	36	-0.2%	-0.2%	12%	0.4%	6%
Cc1cccc(C)c1N1CCN(C(=O)N2CCCCC2)CC1	4%	-5%	-9%	2.2	43	-0.1%	-0.1%	16%	1.3%	-10%
O=C1[C@@H]2[C@H](C(=O)N1n1cnnc1)[C@H]1C=C[C@@H]2C1	0%	3%	5%	0.0	38	0.8%	0.3%	-4%	-0.1%	36%
CC(=O)c1ccc(OC(=O)CCc2ccccc2)cc1	11%	3%	-19%	1.9	73	-1.7%	-0.2%	-1%	6.5%	-3%
CC(CCc1ccccc1)NC(=O)Cc1ccccc1 (stereo unspecified)	4%	-5%	2%	0.6	28	3.5%	0.6%	1%	-0.9%	-9%
CCOc1ccc2[nH]c(=O)c(CN(CCO)Cc3nnnn3CCc3ccccc3)cc2c1	3%	-8%	4%	2.0	77	-0.1%	-0.1%	-9%	-0.8%	7%
CC(NC(=O)CSc1n[nH]c(=O)n1C1CC1)C12CC3CC(CC(C3)C1)C2 (stereo unspecified)	4%	-4%	9%	0.1	60	-0.2%	-0.1%	-3%	-0.5%	-2%
O=[N+]([O-])c1ccc(-c2cnc(SCc3ccccc3Cl)[nH]2)cc1	2%	-6%	4%	9.5	33	0.2%	-0.1%	1%	-1.0%	36%
CC(C)NC(=O)CN1CCN(c2ncccn2)CC1	3%	-4%	-2%	-0.4	48	3.7%	-0.2%	-6%	-2.3%	1%
CCOC(=O)C(C)Sc1nnc(CNC(=O)c2ccc(OC)cc2)n1C1CCCCC1 (stereo unspecified)	1%	-1%	23%	1.3	72	-0.7%	0.2%	-2%	1.6%	4%
COc1cc(NC(=O)Cn2nc(C(F)(F)F)c(Br)c2C)cc([N+](=O)[O-])c1	10%	-5%	7%	14	41	-3.0%	0.6%	1%	-3.4%	-4%
O=C(C/C(=N\NC(=O)c1ccccc1Br)C(F)(F)F)c1cccs1	0%	16%	0%	2.4	45	2.3%[50 µM]	0.4%	3%	3.4%	-2%
CCCC(=O)NC1C2CC3CC(C2)CC1C3 (stereo unspecified)	0%	-1%	8%	1.0	42	5.9%	0.5%	-2%	-1.0%	5%
Cc1ccc(NC(=S)NNC(C)(C)C)cc1	-1%	-1%	1%	0.8	47	-0.1%	0.0%	-6%	-1.6%	-8%
CCCC(=O)N(Cc1cccnc1)c1nc2c(OC)ccc(Cl)c2s1	10%	-3%	7%	9.6	64	4.7%	-0.2%	2%	1.2%	2%
CCOC(=O)c1cn2nc(Oc3cccc(C(F)(F)F)c3)ccc2n1	12%	-4%	-7%	1.0	55	-0.7%	-0.2%	-6%	-1.6%	-14%
O=C1CCCC/C1=N\Nc1ccc(C2CCCCC2)cc1	1%	·	0%	0.8	65	·	0.0%	-6%	-0.2%	23%
COc1cccc(NC(=O)Nc2ccncc2)c1	0%	0%	4%	-1.6	76	0.5%	-0.1%	-4%	-0.5%	-5%
COc1ccc(-c2cc3nc(C)c(CCC(=O)N4CCN(c5ccccn5)CC4)c(C)n3n2)c(OC)c1	0%	-8%	1%	-0.8	74	0.2%	0.0%	6%	0.4%	31%
CCOC(=O)c1sc2nc(C)nc(SCC(N)=O)c2c1C	-1%	1%	10%	-0.4	45	1.9%	-0.2%	-3%	-1.1%	1%
Cc1c(NC(=O)CCN2C(=O)c3ccccc3C2=O)c(=O)n(-c2ccccc2)n1C	-1%	1%	-14%	0.1	42	0.2%	-1.0%	-9%	-1.1%	-1%
COCCNCC(=O)Nc1nc(C)cs1	3%	-17%	-8%	·	·	-0.1%	-0.2%	2%	0.8%	-2%
COc1ccc2cc(C(C)C(=O)NC3CCC(O)CC3)ccc2c1 (stereo unspecified)	7%	-12%	15%	0.0	48	-0.4%	0.3%	-13%	0.2%	14%
CC(C)(C)NC(=O)CN(C(=O)Cn1nnc(-c2ccccc2F)n1)c1cccc2c1CCCC2	-6%	-8%	-7%	6.0	84	-1.3%	-0.1%	0%	0.0%	13%
O=C(NC1CCCCC1)C(c1ccc(Cl)cc1)N(C(=O)c1cnccn1)c1ccc2c(c1)OCO2 (stereo unspecified)	-2%	-1%	7%	-0.6	49	0.0%	-0.1%	3%	0.7%	-1%
O=C(O)CN(Cc1ccccc1)S(=O)(=O)c1ccc(F)cc1	-1%	1%	9%	-1.1	77	-0.1%	-0.1%	-10%	1.2%	3%	NS5 inhibitors pilot replicate=-4.5
COC(=O)CCC(=O)Nc1cc(Cl)cc(Cl)c1	3%	·	-12%	0.8	54	0.1%	-0.2%	2%	-0.7%	-6%
CCN1CCCC(OC(=O)Nc2ccccc2)C1 (stereo unspecified)	3%	-9%	6%	-0.8	49	0.6%	-0.1%	9%	-0.9%	4%
CCOc1ccccc1OCC(=O)O	0%	3%	-2%	0.8	40	1.1%	0.0%	-2%	-3.1%	0%
CC(C)c1nnc(NC(=O)CCC(=O)Nc2ccc(Cl)cc2)s1	-4%	-1%	7%	-1.6	87	0.1%	0.0%	10%	0.0%	12%
O=C(CSc1nnc(Cc2cc(=O)[nH]c(=O)[nH]2)n1-c1ccccc1)N1CCCC1	-2%	-2%	3%	-1.9	68	1.3%	-0.3%	-4%	3.3%	6%
CCOc1ccc2nc(SCC(=O)N3c4ccccc4Sc4ccccc43)sc2c1	-3%	-1%	17%	2.1	54	7.7%	17%	-14%	0.7%	3%
Cc1cccc(C(=O)Oc2c(Br)cc(Br)cc2/C=N/NC(=O)c2ccncc2)c1	6%	-2%	-2%	0.2	47	0.1%	0.5%	-2%	0.1%	10%
CCCOc1ccc(/C=N/NC(=O)c2ccc3c(c2)OCO3)c(OCCC)c1	-3%	-6%	-4%	2.3	33	0.2%	·	7%	-1.0%	-7%
COc1ccc(-c2cc(C(F)(F)F)nc(SCC(=O)Nc3ccc4c(c3)OCO4)n2)cc1OC	2%	-3%	4%	8.6	76	0.0%	-0.4%	-15%	-0.8%	10%
CCOC(=O)N1CCN(c2cc(NCCO)c([N+](=O)[O-])c3nonc23)CC1	-3%	-5%	3%	0.3	42	0.2%	-0.3%	14%	0.4%	6%
Cc1ccccc1NC(=O)C1CCN(C(=O)N2CCOc3ccccc32)CC1	2%	-6%	9%	-1.5	42	-1.3%	0.0%	-9%	-0.5%	-6%
O=C(Nc1cccc(C(=O)O)c1)/C(=C\c1ccc2c(c1)OCO2)NC(=O)c1ccco1	5%	-1%	2%	-0.2	42	-0.6%	-0.1%	11%	1.3%	7%
CC(=O)N(CCc1cccc(C)c1)Cc1cc2cc(C)ccc2[nH]c1=O	1%	-5%	-3%	2.1	55	-0.7%	0.3%	5%	0.6%	-3%
CCOC(=O)C(C(=O)OCC)C(C[N+](=O)[O-])c1ccccc1 (stereo unspecified)	2%	·	8%	-1.9	90	1.2%	0.5%	5%	-1.1%	-4%
CCN(CC)c1ccc2cc(C(=O)Nc3cccnc3N3CCOCC3)c(=O)oc2c1	-1%	·	4%	·	·	·	-0.2%	13%	1.6%	2%
O=C(COc1cccnc1[N+](=O)[O-])Nc1ccc2c(c1)OCO2	12%	-12%	7%	0.4	41	7.4%	-0.3%	10%	-0.9%	-2%
Cc1ccc2nc(SCn3nnc4ccccc4c3=O)[nH]c2c1	7%	-5%	-4%	3.3	70	-0.2%	-0.2%	5%	-2.8%	-10%
CCCS(=O)(=O)N1CCc2cc(OC)c(OC)cc2C1	5%	-3%	-1%	2.9	61	0.1%	-0.2%	12%	-2.3%	-3%
COc1ccc(NC(=O)C2CC(=O)OC2(C)C)cc1 (stereo unspecified)	-2%	-1%	18%	-1.2	51	3.5%	-0.3%	5%	-1.7%	2%
